Source: PubChem
Sm TGR inh: S. mansoni TGR enzyme inhibition; Q962Y6; purified TGR, DTNB reduction, TNB absorbance 405 nm; Potency, µM (top dose mostly 114 µM), inactives show at the top dose activity change, negative = inhibition, most hits filed as inhibitors; 360,000 compounds, 3% hits; AID 485364; note: potency is the fitted concentration of half-maximal effect; nearly all actives have a fitted effect of over 60% in size
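First, TGR (20 nM dispensed) and NADPH were mixed with compound. Second, a 15 min room-temperature incubation followed. Third, further NADPH and then DTNB were added to start the reaction. Finally, TNB absorbance was monitored kinetically.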
AmpC inh no detg: blocks E. coli AmpC beta-lactamase in detergent-free assay. P00811. Potency, µM (top dose mostly 57.1 µM), for inactives: top-dose activity change, negative = inhibition, most hits filed as inhibitors. AmpC nitrocefin hydrolysis, absorbance 480 nm, 0.0001% Triton. 330,000 compounds, 0.52% hits;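 note: potency is the fitted concentration of half-maximal effect; plate controls were no compound for no effect and no enzyme for full effect; nearly all actives have a fitted effect of over 20% in size; some results filed as inactive show a strong effect at the top dose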
Target sequence (P00811 whole entry, looked up): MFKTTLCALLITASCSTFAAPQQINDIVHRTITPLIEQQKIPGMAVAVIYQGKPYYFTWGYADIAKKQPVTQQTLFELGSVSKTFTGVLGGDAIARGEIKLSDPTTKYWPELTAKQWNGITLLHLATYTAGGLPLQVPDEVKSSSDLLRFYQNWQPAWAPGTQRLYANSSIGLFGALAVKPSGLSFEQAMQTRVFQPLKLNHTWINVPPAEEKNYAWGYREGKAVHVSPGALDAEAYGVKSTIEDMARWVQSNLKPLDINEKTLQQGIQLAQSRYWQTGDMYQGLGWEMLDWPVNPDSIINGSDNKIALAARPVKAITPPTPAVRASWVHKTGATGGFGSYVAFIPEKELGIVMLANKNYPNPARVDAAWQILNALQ
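20 mM phosphate pH 7.0 + 0.01% (detergent screen) or 0.0001% Triton X-100; 5.3 nM AmpC reagent; cpd preinc 15 min RT; nitrocefin (800 uM stock) to start; A480 q20 s × 4 min; Activity was normalised to no-enzyme and no-compound control wells.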
HCV inhibitor: inhibitors of hepatitis C virus infection. Huh7.5.1 HCVcc-Cre infection, luciferase reporter, 44 h. Potency, µM (series often up to 41.8 µM), for the others: top-dose activity change, negative = inhibition, hits mostly inhibitors. 340,000 compounds, 3.4% hits. AID 651820; note: potency is the fitted concentration of half-maximal effect
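Whole-lifecycle infectious HCVcc-Cre system; cells 1,000/well, compound then virus (~0.5 moi) added 4 h after plating, 44 h culture. Luciferase read 15 sec following 15 min substrate incubation, room temp.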
HCMV antiviral: human cytomegalovirus inhibition; HFF cells, HCMV-luciferase reporter, 72 h; hits give low values; activity change, negative = inhibition, % at 57.5 µM; 410,000 compounds, 4.5% hits; in the data active = activity change below about -60%; inconclusive = no clear call, values can overlap the other calls; inactive = above about -39%
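After 16 h attachment at 37C, HFF cells received test compound and HCMV-luciferase (1 PFU/cell); reporter luminescence read 72 h later, data normalized against buffer-only and known inhibitor Salinomycin.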
AmpC detergent: inhibitors of E. coli AmpC beta-lactamase with detergent | Potency, µM (top dose mostly 114 µM), without a hit: at the top dose activity change, negative = inhibition, usual class: inhibitors | P00811 | 370,000 compounds, 0.041% hits | AmpC hydrolysis of nitrocefin, absorbance 480 nm, 0.01% Triton;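 note: potency is the fitted concentration of half-maximal effect; 0% = no-compound wells and -100% = no-enzyme wells; nearly all actives have a fitted effect of over 25% in size; some results filed as inactive show a strong effect at the top dose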
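AmpC (5.3 nM in the dispensed reagent) in 20 mM phosphate pH 7.0 with 0.01% (detergent screen) or 0.0001% Triton X-100 was preincubated with compounds for 15 min at room temperature. Nitrocefin was then added from an 800 uM solution, and hydrolysis was followed at 480 nm.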
FBPA Giardia inh: Giardia lamblia aldolase inhibition. A8B2U2. purified Giardia FBPA. Potency, µM (top dose mostly 59.6 µM), for inactives: top-dose activity, negative = inhibition, hits mostly inhibitors. 290,000 compounds, 0.71% hits; note: potency is the fitted concentration of half-maximal effect; nearly all actives have a fitted effect of over 55% in size
Target sequence (A8B2U2 whole entry, looked up): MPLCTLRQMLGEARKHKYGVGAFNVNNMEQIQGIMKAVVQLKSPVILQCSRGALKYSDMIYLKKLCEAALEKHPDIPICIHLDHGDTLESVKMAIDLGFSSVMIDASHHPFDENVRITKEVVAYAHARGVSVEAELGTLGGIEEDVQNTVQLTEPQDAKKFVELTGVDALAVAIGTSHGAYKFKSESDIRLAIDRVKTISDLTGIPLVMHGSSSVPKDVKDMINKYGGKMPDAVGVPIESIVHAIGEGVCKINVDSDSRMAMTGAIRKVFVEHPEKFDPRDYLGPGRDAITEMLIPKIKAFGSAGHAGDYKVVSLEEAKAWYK
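40 nM FBPA preincubated 10 min at RT with compound (up to 57.5 uM final), then substrate plus GAPDH/TPI/NAD/arsenate coupling and diaphorase/resazurin added. Fluorescence read after 20 min at RT, 525/598 nm.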
* hit, by the source's call; ? = inconclusive; . = no result given; & = joins results of further samples; [ ] = dose if it differs, or a comment. Unless noted, calls come from the whole dose curve; as a rule, active = well fitted curve in the direction sought with a large enough effect; inconclusive = small, poorly fitted or top-dose-only effect, or another doubt; inactive = no such curve, though single readings can be large; an effect the other way counts as inactive or inconclusive. Unless noted, % is set by controls: 0 for no effect and ±100 for the full control effect.

SMILES | Sm TGR inh | AmpC inh no detg | HCV inhibitor | HCMV antiviral | AmpC detergent | FBPA Giardia inh
O=C(NCCCCc1ccccc1)C1CC(c2cccc(F)c2)=NO1 (configuration not stated) | 12% | 6% | -5%[8.37 µM] | 0 | 1% | 0%
CN(c1ccc(C(=O)Nc2ccc3c(c2)OCCO3)cc1)S(C)(=O)=O | -18% | -16% | -23% | -17 | 3% | -5%
Cc1ccc(CNC(=O)c2ccccc2NC(=O)CN2CC(C)OC(C)C2)cc1 (configuration not stated) | 5% | 47% | -30% | -7 | -2% | 1%
COc1ccccc1C(=O)OCCCN=C1NS(=O)(=O)c2ccccc21 | 9% | -2% | -7% | -8 | 7% | -1%
O=S(=O)(c1ccc(NC(=S)NCc2ccc(F)cc2)cc1)N1CCOCC1 | ? | -35% | -25% | ? | -4% | .
CS(=O)(=O)NCCSCc1ccccc1 | 5% | -19% | ? | -33 | 1% | -29%
COc1ccc(OC)c(NC(=O)Cn2c(=O)n(Cc3nc(C)no3)c(=O)c3ccccc32)c1 | 1% | . | . | -7 | 0% | .
O=[N+]([O-])c1ccc(N2CCN(Cc3ccccc3)CC2)nc1 | -4% | -36% | ? | -5 | 0% | -7%
CCOC(=O)C(C(=O)OCC)=C1OC(=O)c2ccccc21 | -12%[11.4 µM] | -11% | 19% | 18 | -6% | 12%
COc1ccc(S(=O)(=O)N2CCC(C(=O)NC3CCCCC3)CC2)cc1C | -8% | 20% | -10% | -12 | -1% | 2%
COc1ccc(S(=O)(=O)N2CCOCC2)cc1NC(=O)CSc1ncnc2ccccc12 | 7% | 129%[activator] | 15% | -109* | -11% | ?
C[C@@H](O)c1nc2ccccc2n1N | -13% | -24% | 18% | 36 | -3% | -8%
OC(CN1CCN(c2ccccn2)CC1)Cn1c2ccccc2c2ccccc21 (configuration not stated) | 2% | 136%[activator] | ? | 25 | -10% | -18%
S=c1[nH]nc(-c2cccnc2)n1-c1ccccc1 | 0% | 4% | 8% | -22 | -3% | -23%
N#Cc1nc(-c2ccc(OCc3ccccc3)cc2)oc1NCCCn1ccnc1 | -6% | 145%[activator] | ? | -24 | -13% | 7%
O=C(CCN1CCN(Cc2ccccc2)CC1)Nc1ccccc1Cl | -2% | 11% | 5% | -35 | -6% | 12%
COc1ccc(CC(=O)Nc2cc3oc4ccccc4c3cc2OC)cc1 | -2% | 1% | 4.5µM* | 63 | -6% | -4%
Cc1cccc(-n2cnc(C(=O)N/N=C\c3ccc(Br)cc3)c2)n1 | -6% | -39% | 25% | 0 | 1% | -1%
CC1(C)CC2CC(C)(CN2CC(O)c2ccccc2)C1 (configuration not stated) | -21% | -12% | 11% | -1 | -12% | ?
COc1ccc(N2CC(NS(=O)(=O)c3ccc4ccccc4c3)CC2=O)cc1 (configuration not stated) | 2% | ? | ? | ? | ? | .
COc1ccc(N(CC(=O)Nc2ccc(F)c(Cl)c2)S(=O)(=O)c2c(C)noc2C)cc1 | 8% | -12% | 15%&7% | -9 | 4% | -19%
COc1cc(C(=O)NCc2cn3ccccc3n2)cc(OC)c1OC | 8% | -14% | -5% | 27 | ? | 2%
COC(=O)CCc1c(C)c(C(=O)c2cc(F)c(F)c(F)c2F)c2ccccn12 | 0% | 43% | 5% | -11 | -3% | -10%
Cn1ncc([N+](=O)[O-])c1C(=O)N1CCCCCC1 | 0% | -10% | 11% | -18 | 4% | 7%
COc1ccc(/C=N\NC(=O)c2sc(N)nc2C)cc1OC | 27% | -23% | -6% | 62 | -3% | 7%
Cc1ccc(C)c(NC(=O)CSc2sc3c(O)cc(=O)[nH]c3c2C#N)c1 | -1% | -39% | -4% | 10 | 0% | -2%
CCOC(=O)c1c2c3c(cccc3n(C)c1=O)C(=O)c1ccccc1-2 | -33% | 108%[activator] | ? | -3 | -16% | -5%
CC(C)CN1CCN(Cc2nc(C(C)C)cs2)CC1CCO (configuration not stated) | 4% | -1% | 0% | 10 | 2% | -2%
COc1cc2oc(=O)c(CC(=O)N3CCCCC3)c(C)c2cc1Cl | 10% | . | . | -5 | 1% | .
Cn1cnc(S(=O)(=O)N2CCC(C(=O)NCc3ccccc3Cl)CC2)c1 | 7% | . | . | -33 | 11% | .
Cn1c(=O)c2[nH]c(=O)cnc2n(C)c1=S | -2% | 4% | 8% | 1 | 9% | -16%
CS(=O)(=O)c1ccc2nc(NC(=O)c3cccc(NS(=O)(=O)c4ccc(F)c(F)c4)c3)sc2c1 | -4% | -23% | ? | 65 | -9% | 0%
CCOc1ccccc1/C=N/NC(=O)CNC(=O)COc1ccccc1 | 22% | -4% | 1% | ? | -12% | 18µM*
CC(OC(=O)c1cccc(S(=O)(=O)N2CCN(C)CC2)c1)C(=O)Nc1ccc(C(N)=O)cc1 (configuration not stated) | -2% | -15% | 36%[activator] | 32 | -15% | .
CCc1nnc(NC(=O)C(CC)CC)s1 | 1% | -1% | 15% | 0 | -3% | -6%
Cc1ccccc1OCCC(=O)Nc1ccc2c(C)cc(=O)oc2c1 | 0% | -31% | -14% | 10 | 0% | .
Cc1ccc(CNS(=O)(=O)c2cn(C)cn2)cc1 | 12% | -9% | -2% | -10 | ? | 3%
Brc1c(OCCOCCn2cncn2)ccc2ccccc12 | -18% | 66%[activator] | -3% | 73 | -2% | -3%
CC(C)(C)Nc1nc(Cl)nc(NC(C)(C)C)n1 | -2% | 2% | -3% | 155 | 3% | 3%
COc1ccc(N2CCN(c3nc4c(c(=O)[nH]c(=O)n4C)n3Cc3cccc(C)c3)CC2)cc1 | 0% | -28% | ? | ? | 2% | 1%

Shown with values under each structure: entries from further up
Results follow in this order: Sm TGR inh, AmpC inh no detg, HCV inhibitor, HCMV antiviral, AmpC detergent, FBPA Giardia inh
CS(=O)(=O)c1ccc2nc(NC(=O)c3cccc(NS(=O)(=O)c4ccc(F)c(F)c4)c3)sc2c1
    -4%, -23%, ?, 65, -9%, 0%
CCOc1ccccc1/C=N/NC(=O)CNC(=O)COc1ccccc1
    22%, -4%, 1%, ?, -12%, 18µM*
CC(OC(=O)c1cccc(S(=O)(=O)N2CCN(C)CC2)c1)C(=O)Nc1ccc(C(N)=O)cc1 (configuration not stated)
    -2%, -15%, 36%[activator], 32, -15%, .
CCc1nnc(NC(=O)C(CC)CC)s1
    1%, -1%, 15%, 0, -3%, -6%
Cc1ccccc1OCCC(=O)Nc1ccc2c(C)cc(=O)oc2c1
    0%, -31%, -14%, 10, 0%, .
Cc1ccc(CNS(=O)(=O)c2cn(C)cn2)cc1
    12%, -9%, -2%, -10, ?, 3%
Brc1c(OCCOCCn2cncn2)ccc2ccccc12
    -18%, 66%[activator], -3%, 73, -2%, -3%

The list continues:
SMILES | Sm TGR inh | AmpC inh no detg | HCV inhibitor | HCMV antiviral | AmpC detergent | FBPA Giardia inh
Cn1nc(-c2ccccc2)cc1NC(=O)c1cccs1 | 5% | -7% | -7% | -33 | -7% | 7%
COc1ccc(CCNC(=O)COC(=O)/C=C/c2ccc(OCC#N)c(OC)c2)cc1 | -10% | -22% | 26% | -6 | -5% | 1%
CC(=O)c1cn(Cc2ccccc2F)c2ccccc12 | 1% | 2% | ? | -79* | -15% | 3%
COc1cc2c(cc1OC)CN(C(=O)c1cc(S(=O)(=O)N3CCCCC3)ccc1Cl)CC2 | -19% | 127%[activator] | ? | ? | -6% | .
COc1ccc2nc(N(Cc3ccccc3)C(=O)CCNC(C)=O)sc2c1 | -17% | -29% | -6% | . | 6% | .
NC(=O)COC(=O)c1c2c(nc3ccccc13)CCCC2 | 5% | -13% | -14% | 6 | -6% | 4%
COc1cc(/C=C/C(=O)OCc2csc(CC(=O)Nc3ccc(C)cc3)n2)ccc1OCC#N | -6% | -15% | ? | 0 | -20% | .
Cc1cc(N/N=C/c2c[nH]c3ccccc23)c2ccccc2n1 | . | -23% | 16% | -17 | -5% | -1%
CC(C)CC(=O)NC(=S)Nc1cccc(NC(=O)c2ccccc2)c1 | ? | -28% | ? | -28 | -9% | 2%
CCO[C@@H]1OC(C(=O)NCc2nc3ccccc3[nH]2)=C[C@H](C)[C@H]1CCCO | -2% | 2% | -17% | -40 | 4% | -1%
O=C(NCCCN1CCCC1=O)c1cc(NS(=O)(=O)c2ccc(F)cc2)cc(NS(=O)(=O)c2ccc(F)cc2)c1 | -21% | -42% | 12% | 23 | -11% | -2%
O=C(c1cc2ccccc2cc1O)N1CCN(c2ccccc2O)CC1 | -24% | -40% | -17% | -6 | ? | .
COc1ccc(OC)c2c1C(=O)c1ccccc1C2=O | -2% | -14% | -14% | 19 | 1% | ?
Cc1ccc2[nH]c(=O)c(CN(Cc3cccs3)Cc3nnnn3Cc3ccccc3)cc2c1 | 0% | 0% | 5% | -18 | ? | -4%
CCC(C)(C)n1c(=O)[nH]c2c(c1=O)CCC2 | 11% | -4% | 8% | -19 | -13% | 5%
OC(COC(c1ccc(Cl)cc1)c1ccc(Cl)cc1)CN1CCN(c2ccccn2)CC1 (configuration not stated) | -2% | 70%[activator] | 8.9µM* | 11 | 0% | -14%
CC1(C(=O)N2CC3(CC(c4cccc([N+](=O)[O-])c4)=NO3)C[C@H]2C(=O)NCC(N)=O)CC1 (some centres not stated) | -8% | -3% | 18% | -25 | 0% | 0%
COc1cc(C2CC(=O)c3c([nH]c(C(=O)OCCOC(C)C)c3C)C2)cc(OC)c1OC (configuration not stated) | -2% | 93%[activator] | ? | -63* | ? | -1%
Cc1ccc(S(=O)(=O)NCC(=O)N(CC2CCCO2)C(C(=O)NC2CCCCC2)C(C)C)cc1 (configuration not stated) | -3% | 18% | -9% | -12 | -11% | 3%
